ATG4B inh: ATG4B (human) cysteine protease inhibition. inhibition, % at 8.33 µM. ATG4B cleavage of LC3-PLA2, NBD-HPC fluorescence, 1 h. 340,000 tested, 0.51% active. AID 504462. Q9Y4P1; in the data active = inhibition above about 40%
Target sequence (Q9Y4P1 whole entry, looked up): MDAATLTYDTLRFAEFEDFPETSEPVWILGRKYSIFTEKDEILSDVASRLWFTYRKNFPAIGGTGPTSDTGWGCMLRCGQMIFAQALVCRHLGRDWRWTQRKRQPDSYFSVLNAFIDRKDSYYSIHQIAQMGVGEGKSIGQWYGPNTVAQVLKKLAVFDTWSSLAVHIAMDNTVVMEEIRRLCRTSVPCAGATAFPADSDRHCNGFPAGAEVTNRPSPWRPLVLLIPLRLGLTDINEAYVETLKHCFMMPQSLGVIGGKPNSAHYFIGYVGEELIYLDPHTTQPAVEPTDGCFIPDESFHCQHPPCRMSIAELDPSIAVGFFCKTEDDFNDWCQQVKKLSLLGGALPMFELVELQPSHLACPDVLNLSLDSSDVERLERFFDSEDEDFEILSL
HKDC1 inh: HKDC1 (human) hexokinase inhibition | Q2TB90 | recombinant HKDC1, G6PDH/diaphorase resazurin coupled fluorescence | inhibition, % at 20 µM | 340,000 tested, 0.16% active;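 active = inhibition above about 35% when tested at 20 µM, limit read from the data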;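 also: plate controls were DMSO wells with enzyme for no effect and DMSO wells lacking enzyme for full effect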
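Assay system – recombinant HKDC1 (HK5) hexokinase enzyme, produced in-house · Input – HKDC1 at 5 µg/mL · Reagent – glucose plus 1 mM ATP as hexokinase substrates · Timing – 90 min reaction incubation at room temperature, dark · Measured by – G6PDH/diaphorase-coupled fluorescence, 1 mM NADP, 100 µM resazurin, 525/613 nm · Benchmarks – DMSO-enzyme wells negative, buffer-substituted wells positive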
GRIN3A LBD mod: modulators (binders) of human NR3A ligand-binding domain. 340,000 tested, 2.5% active. AID 1259313. NR3A LBD differential scanning fluorimetry, Tm shift; 0% = protein alone, 100% = glycine-bound protein. Tm shift relative to glycine control, % at 25 µM;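 active = melting temperature shift of at least 10% of the positive control shift, at one fixed dose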
SENP8 inh: inhibitors of human SENP8 protease; Q96LD8; recombinant SENP8, Nedd8 substrate fluorescence; inhibition, % at 20 µM; 360,000 tested, 0.64% active; AID 602440; in the data active = inhibition mostly above about 40%, no sharp cut-off; inactive = mostly below about 27%
PfG6PD inh: PfG6PD (Plasmodium falciparum) enzyme inhibition; PfGluPho enzyme, NADPH resazurin-diaphorase fluorescence; inhibition, % at 20 µM; 350,000 tested, 0.78% active; AID 504690;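 active = inhibition reaching at least a set limit at 20 µM in the primary screen, cut at about 59% in these data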;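 also: 0% = DMSO wells with substrate and 100% = DMSO wells lacking glucose-6-phosphate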
SENP6 block: blocks the human protease SENP6 | Q9GZR1 | Recombinant SENP6 catalytic domain, aminoluciferin luminescence | inhibition, % at 10 µM | 330,000 tested, 1.8% active | AID 2599;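 active = inhibition above about 50% at the single tested dose, limit read from the data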;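 also: plate controls were DMSO wells with enzyme for no effect and DMSO wells lacking enzyme for full effect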
Target sequence (Q9GZR1 628-1112 limits assumed): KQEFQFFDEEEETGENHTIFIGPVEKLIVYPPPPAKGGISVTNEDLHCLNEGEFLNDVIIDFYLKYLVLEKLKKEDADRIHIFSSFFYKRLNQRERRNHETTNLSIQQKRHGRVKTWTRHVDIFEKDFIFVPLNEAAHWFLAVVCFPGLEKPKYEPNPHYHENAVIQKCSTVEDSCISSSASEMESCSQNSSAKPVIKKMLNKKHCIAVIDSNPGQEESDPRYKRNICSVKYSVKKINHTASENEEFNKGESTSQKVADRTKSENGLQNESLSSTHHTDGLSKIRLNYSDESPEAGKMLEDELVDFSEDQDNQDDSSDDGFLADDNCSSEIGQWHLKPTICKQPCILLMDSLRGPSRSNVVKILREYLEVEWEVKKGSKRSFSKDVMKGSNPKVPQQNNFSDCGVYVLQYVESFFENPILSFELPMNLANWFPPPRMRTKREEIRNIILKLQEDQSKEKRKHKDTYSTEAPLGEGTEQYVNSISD
MPTP block: permeability transition pore inhibition | isolated mouse mitochondria, Ca2+ swelling absorbance, 30 min | inhibition, % at 10 µM | 360,000 tested, 1.4% active | AID 602449;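 active = inhibition of 50% or more, scaled per plate between neutral and stimulator controls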;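 also: 0% = DMSO wells given calcium and 100% = 1 mM EGTA wells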
SENP7 block: inhibitors of human SENP7 protease | Q9BQF6 | recombinant SENP7, Z-RLRGG-aminoluciferin luminescence, 40 min | inhibition, % at 5 µM | 330,000 tested, 1.5% active | AID 434973;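 active = inhibition above about 50% at the single test dose, limit read from the data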;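 also: plate controls were DMSO with enzyme for no effect and no enzyme buffer wells for full effect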
The depositor's hits bear a star; nt = no result given. Not a hit list; about 6.9% have a hit in one of these screens.

(1) CN1C[C@@H]2[C@@H]3C(=O)N(Cc4ccccc4)C(=O)[C@@H]3[C@](Cc3ccccc3)(C1=O)N2C(=O)c1ccc(C(F)(F)F)cc1
(2) Cc1nc(Cl)sc1C(=O)Nc1cccc(C(F)(F)F)c1
(3) c1ccc(CSc2ncnc3ccccc23)cc1
(4) CCc1nnc(SCC(=O)NC2CCCC2)nc1CC
(5) Cc1nn(CC2CC2)c(=O)n1N(C)c1ncc(C(F)(F)F)cc1Cl
(6) COc1ccc(C(=O)N(CN2CCCC2=O)c2ccccc2OC)cc1OC
(7) Cc1ccc(C2CC(c3ccc(F)cc3)Nc3nc(N)nn32)cc1 (stereo not drawn)
(8) COc1cccc(-n2c(COc3ccccc3C)nnc2SCC(=O)O)c1

assay / entry	1	2	3	4	5	6	7	8
ATG4B inh	-11	6	-7	5	-10	-2	0	-17
HKDC1 inh	-1	-6	-5	-3	-4	-1	-1	12
GRIN3A LBD mod	-1	2	-1	-2	0	-1	-2	-1
SENP8 inh	-5	10	0	13	1	2	-29	5
PfG6PD inh	11	17	10	-7	1	-9	-2	-13
SENP6 block	nt	nt	11	-1	-8	-13	-6	-6
MPTP block	0.3	-0.4	0.5	-0.1	1.2	-2.0	-1.4	0.4
SENP7 block	nt	nt	6	-10	1	-14	9	3

(9) C=CCC[C@H](Cc1ccc(F)cc1)C(=O)OC[C@@H]1CCCN1C(=O)[C@@H](CC=C)CC(=O)NCCO
(10) CC(C)(C)Cc1nnc(NS(=O)(=O)Cc2ccccc2)s1
(11) O=C(O)CCCC(=O)Nc1ccccc1C(=O)O
(12) Cc1c(Cl)cccc1NC(=O)CCN1C(=O)C2CC=CCC2C1=O (stereo not drawn)
(13) COc1cccc(CN2CCSCC2)c1OC
(14) CCOc1ccc2nc(Nc3nc4ccc(NC(C)=O)cc4s3)sc2c1
(15) CCOC(=O)C1CCN(C(=O)COC(=O)C23CC4CC(CC(C4)C2)C3)CC1
(16) Cc1ccc(C(=O)Nc2ccc(F)cc2)cc1NC1=NC2CS(=O)(=O)CC2S1 (stereo not drawn)

assay / entry	9	10	11	12	13	14	15	16
ATG4B inh	-9	2	-3	-2	0	17	-1	-5
HKDC1 inh	-2	6	-12	-1	-4	-10	-4	-1
GRIN3A LBD mod	-2	1	10	11*	-3	25*	0	1
SENP8 inh	19	10	2	0	9	-407	1	-6
PfG6PD inh	7	5	3	-2	-9	-22	-5	3
SENP6 block	2	-5	1	10	8	12	-13	-11
MPTP block	-2.7	0.1	-0.3	-1.1	0.3	0.6	-0.1	-0.3
SENP7 block	5	5	18	1	-3	-1	2	9

Some of the entries so far, with each value named:
13	COc1cccc(CN2CCSCC2)c1OC
  ATG4B inh: 0; HKDC1 inh: -4; GRIN3A LBD mod: -3; SENP8 inh: 9; PfG6PD inh: -9; SENP6 block: 8; MPTP block: 0.3; SENP7 block: -3
14	CCOc1ccc2nc(Nc3nc4ccc(NC(C)=O)cc4s3)sc2c1
  ATG4B inh: 17; HKDC1 inh: -10; GRIN3A LBD mod: 25*; SENP8 inh: -407; PfG6PD inh: -22; SENP6 block: 12; MPTP block: 0.6; SENP7 block: -1
15	CCOC(=O)C1CCN(C(=O)COC(=O)C23CC4CC(CC(C4)C2)C3)CC1
  ATG4B inh: -1; HKDC1 inh: -4; GRIN3A LBD mod: 0; SENP8 inh: 1; PfG6PD inh: -5; SENP6 block: -13; MPTP block: -0.1; SENP7 block: 2
16	Cc1ccc(C(=O)Nc2ccc(F)cc2)cc1NC1=NC2CS(=O)(=O)CC2S1 (stereo not drawn)
  ATG4B inh: -5; HKDC1 inh: -1; GRIN3A LBD mod: 1; SENP8 inh: -6; PfG6PD inh: 3; SENP6 block: -11; MPTP block: -0.3; SENP7 block: 9

The results go on:
(17) CNC(=S)NNC(=O)Cc1ccc(O)cc1
(18) Cc1nnc(N2CCC(C(=O)NC3CCC(C)CC3)CC2)c2nn(-c3ccc(Cl)cc3)c(C)c12 (stereo not drawn)
(19) CC(=O)CC[C@@H](C)O[C@@H]1OC(C)[C@H](O)CC1O (stereo partly drawn)
(20) COC(=O)CNC(=O)c1ccccc1F
(21) CC(=O)c1c(C)[nH]c(C(=O)OCC(=O)Nc2nnc(-c3ccccc3)o2)c1C
(22) Cc1cc(/C=N/NC(=O)c2cccnc2)c(C)n1CC(C)C
(23) CCOC(=O)c1cnc2c(c(C3CC3)nn2C)c1N1CCOCC1
(24) CC(=O)c1cc(-c2ccccc2)n(CC(=O)NC2CCCC2)c1C

assay / entry	17	18	19	20	21	22	23	24
ATG4B inh	1	3	1	-10	-7	0	6	-8
HKDC1 inh	-8	-1	-2	-6	6	-7	-2	-13
GRIN3A LBD mod	0	0	2	-3	-2	1	2	0
SENP8 inh	1	-337	8	7	-7	3	15	10
PfG6PD inh	-17	-15	-8	4	-8	3	1	3
SENP6 block	-2	-9	6	-25	-20	-14	-12	1
MPTP block	0.0	-1.0	-1.2	-0.8	-1.4	-1.0	1.1	-0.6
SENP7 block	5	-11	-6	1	-4	-10	-8	0

(25) COc1ccc(S(=O)(=O)Nc2ccccc2SC)cc1C
(26) CCc1c(C(=O)Nc2ccc(S(=O)(=O)N3CCOCC3)cc2)csc1C
(27) CCOc1ccc2[nH]cc(C(=O)NCc3ccccc3)c(=O)c2c1
(28) CN(CC(=O)Nc1ccc(F)cc1)C(=O)COC(=O)c1cc(Br)c(Br)s1
(29) CCOC(=O)C1CCN(C(=O)COc2ccc3c(c2)OCO3)CC1
(30) O=C(c1cn(-c2ccccc2)nc1-c1cccnc1)N1CCN(S(=O)(=O)c2cccc(F)c2)CC1
(31) CCOc1ccc(NC(=S)N2CCN(CCN3C(=O)c4cccc5cccc(c45)C3=O)CC2)cc1
(32) Cc1ccc(OCc2cc(C(=O)N(C)Cc3cnc4ccccn34)no2)cc1C

assay / entry	25	26	27	28	29	30	31	32
ATG4B inh	5	-9	-6	0	-16	-3	-5	9
HKDC1 inh	9	-5	-1	-3	-3	4	-7	-4
GRIN3A LBD mod	1	-1	0	-11	0	2	-2	-1
SENP8 inh	2	-8	-6	4	12	1	-2	-4
PfG6PD inh	3	20	-32	9	24	-12	6	9
SENP6 block	4	12	-4	nt	-16	0	-17	1
MPTP block	-0.6	1.7	1.8	-0.1	-0.3	-0.1	22	2.1
SENP7 block	5	1	18	nt	-15	4	-4	-6

(33) O=C(NCc1ccccc1)c1cccc(NC(=O)C2CC2)c1
(34) Cc1ccc(CNC(=O)COC(=O)c2ccc(S(=O)(=O)N3CCCC3)cc2)cc1
(35) CC(C(=O)Nc1cccc([N+](=O)[O-])c1)N(c1ccccc1)S(C)(=O)=O (stereo not drawn)
(36) CCC(c1nnnn1C(C)(C)CC)N(CCCO)Cc1cc2cc(C)cc(C)c2[nH]c1=O (stereo not drawn)
(37) CN(C)S(=O)(=O)c1cccc(NC(=O)CCc2c[nH]c3ccccc23)c1
(38) CCOCCCNC(=O)C(c1ccc(OC)cc1)N(Cc1ccc2c(c1)OCO2)C(=O)CNC(C)=O (stereo not drawn)
(39) COc1ccc(/C=C2\SC(=O)N(CCC(=O)N3CCN(C)CC3)C2=O)cc1
(40) O=c1[nH]cc(S(=O)(=O)N2CCN(c3cccc(Cl)c3)CC2)c(=O)[nH]1

assay / entry	33	34	35	36	37	38	39	40
ATG4B inh	5	-11	-5	-9	-6	-7	1	-1
HKDC1 inh	-6	3	-1	-6	1	5	-3	-5
GRIN3A LBD mod	-2	1	0	4	-6	0	-1	0
SENP8 inh	0	22	12	-153	-7	26	10	8
PfG6PD inh	-3	-2	17	19	-2	-9	-17	-12
SENP6 block	nt	10	8	nt	-14	14	3	-11
MPTP block	-0.4	-1.2	0.4	-1.7	0.6	-0.1	0.0	0.1
SENP7 block	nt	10	0	nt	5	-4	-10	-9

(41) CCCc1cc(=O)[nH]c(SCC(=O)Nc2cccc(S(=O)(=O)N3CCOCC3)c2)n1
(42) CCCSc1cc(=O)n(-c2ccccc2)nc1C(=O)O
(43) COc1ccc(CNc2ncnc(N)n2)cc1
(44) O=C(NCCCN1CCOCC1)C1CCN(S(=O)(=O)c2cccc(C(F)(F)F)c2)CC1
(45) Cc1nonc1C1CCCN1Cc1cn[nH]c1-c1ccc(-c2ccccc2)cc1 (stereo not drawn)
(46) Cc1ccc(NC(=O)C2CCCCC2C(=O)O)cc1Cl (stereo not drawn)
(47) CCn1c(=O)c(C(=O)NCCNCCO)c(O)c2ccccc21
(48) O=[N+]([O-])c1cccc(Oc2cnccn2)c1

assay / entry	41	42	43	44	45	46	47	48
ATG4B inh	5	-8	-1	-5	0	-4	-16	-10
HKDC1 inh	-1	-10	1	-2	-6	-9	-3	-3
GRIN3A LBD mod	-2	1	0	2	-3	1	-1	0
SENP8 inh	12	9	17	11	12	6	-17	16
PfG6PD inh	-38	-15	8	-9	4	-7	8	22
SENP6 block	-4	5	-4	-3	21	-2	-18	15
MPTP block	-1.7	-1.0	-0.6	-1.1	5.2	0.9	-1.5	-0.7
SENP7 block	-4	-4	4	8	2	3	-2	0

(49) O=C(Cc1ccccc1)NNS(=O)(=O)c1ccc([N+](=O)[O-])cc1
(50) CCOC(=O)C1CCN(C(=O)Cn2c(=O)c3cccn3c3cccnc32)CC1
(51) Cc1noc(C)c1NC(=O)N(C)C[C@H]1Oc2c(NC(=O)NC(C)C)cccc2C(=O)N([C@H](C)CO)C[C@@H]1C
(52) O=C(NCc1ccc(Cl)cc1)C1CCCN(c2ncnc3c2nc2n3CCCCC2)C1 (stereo not drawn)
(53) CCC(=O)N1CCc2cc(S(=O)(=O)CCC(=O)Nc3ccc(F)c(F)c3)ccc21
(54) COc1ccc(CCN=C(N)NS(=O)(=O)c2ccc(F)cc2)cc1
(55) COc1ccc(Cc2nnc(SCC(=O)Nc3ccccc3C#N)o2)cc1
(56) COc1ccc(/C=C2\CCn3c2nc2cc(C(=O)O)ccc2c3=O)cc1OC
(57) Cc1nnc(NC(=O)CSc2ccc([N+](=O)[O-])cn2)s1
(58) COc1ccc(/C=C/C(=O)c2cc(Br)ccc2O)cc1OC

assay / entry	49	50	51	52	53	54	55	56	57	58
ATG4B inh	-1	-5	-12	18	-18	-3	0	-4	-8	1
HKDC1 inh	-13	4	-6	5	-3	-5	-4	0	-4	4
GRIN3A LBD mod	0	0	1	2	2	0	-1	1	-1	1
SENP8 inh	19	-36	10	14	1	17	-6	-345	13	3
PfG6PD inh	-4	-2	-45	-16	-12	-8	-8	16	-5	0
SENP6 block	8	17	8	-13	-8	-15	-5	15	-15	8
MPTP block	-0.5	-1.0	-1.7	-0.8	-0.4	6.2	-0.8	2.0	0.8	0.8
SENP7 block	4	5	4	-9	-4	0	-1	7	-4	2

Bioassay records (PubChem)
